Screening data from PubChem BioAssay.
DT40 TDP1 no CPT: qHTS for Inhibitors of human tyrosyl-DNA phosphodiesterase 1 (TDP1): qHTS in cells in absence of CPT; DT40 Tdp1-/- hTDP1 cells, no CPT, ATP luminescence, 48 h; Potency, µM (series often up to 46.2 µM), without a hit: at the top dose activity change, negative = growth inhibition, most hits filed as inhibitors; 420,000 tested, 15% active; also: nearly all actives have a fitted effect of over 55% in size
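Compound effects on proliferation are scored in DT40 Tdp1-/-;hTDP1 cells in the absence of CPT. ATP levels (CellTiter-Glo luminescence) are recorded after a ≥48 hr, 37 °C incubation.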
TDP1 cell CPT: growth inhibition of DT40 Tdp1-/-;hTDP1 cells with camptothecin (screen for TDP1 inhibitors); chicken DT40 Tdp1-/-;hTDP1 cells + 20 nM CPT, ATP luminescence, 48 h; Potency, µM (top dose mostly 46.2 µM), without a hit: top-dose activity change, negative = growth inhibition, actives largely listed as inhibitors; 420,000 tested, 12% active; also: nearly all actives have a fitted effect of over 55% in size
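Chicken DT40 Tdp1-/- cells complemented with human TDP1, 400 cells/well, exposed to compounds plus 20 nM camptothecin for at least 48 h at 37 C; viability read as ATP content by CellTiter-Glo luminescence.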
GCN5L2 inh: blocks human GCN5L2 histone acetyltransferase; AID 504327; Q92830; 390,000 tested, 0.21% active; Potency, µM (doses to about 58.9 µM), without a hit: at the top dose activity change, negative = inhibition, most hits filed as inhibitors; GCN5L2 HAT assay, ThioGlo1 CoA-SH fluorescence
Target sequence (Q92830 whole entry, looked up): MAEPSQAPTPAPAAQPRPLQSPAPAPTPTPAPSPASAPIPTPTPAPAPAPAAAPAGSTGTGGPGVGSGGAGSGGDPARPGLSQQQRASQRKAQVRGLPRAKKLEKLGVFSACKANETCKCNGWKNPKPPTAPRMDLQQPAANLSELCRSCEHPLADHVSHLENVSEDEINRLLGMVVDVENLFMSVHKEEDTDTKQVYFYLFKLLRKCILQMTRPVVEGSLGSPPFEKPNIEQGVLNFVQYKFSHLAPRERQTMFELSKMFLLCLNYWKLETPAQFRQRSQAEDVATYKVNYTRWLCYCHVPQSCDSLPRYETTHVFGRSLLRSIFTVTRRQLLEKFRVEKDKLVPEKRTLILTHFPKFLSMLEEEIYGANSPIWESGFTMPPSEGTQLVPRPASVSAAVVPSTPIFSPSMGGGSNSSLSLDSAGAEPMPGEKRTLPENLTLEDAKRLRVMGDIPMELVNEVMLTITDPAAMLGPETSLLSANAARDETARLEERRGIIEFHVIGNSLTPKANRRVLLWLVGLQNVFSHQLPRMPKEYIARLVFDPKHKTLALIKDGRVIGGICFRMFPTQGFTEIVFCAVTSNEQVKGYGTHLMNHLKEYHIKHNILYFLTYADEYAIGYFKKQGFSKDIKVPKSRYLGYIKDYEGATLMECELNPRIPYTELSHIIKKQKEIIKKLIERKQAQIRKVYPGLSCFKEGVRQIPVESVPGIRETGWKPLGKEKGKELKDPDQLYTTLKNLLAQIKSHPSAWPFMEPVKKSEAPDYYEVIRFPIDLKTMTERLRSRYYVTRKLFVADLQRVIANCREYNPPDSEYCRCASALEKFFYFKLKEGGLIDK
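Preincubate 20nM GCN5L2 with compound 15 min, RT → add 50uM ThioGlo1 + 75uM H3(1-25) + 70uM acetyl-CoA → read fluorescence 0 and 20 min. Primary qHTS; fluorescent artifacts likely.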
* = called active by the depositor; [ ] = another dose, or the depositor's remark. Calls follow the shape of the dose curve; as a rule, active = well fitted curve in the direction sought with a large enough effect; inconclusive = small, poorly fitted or top-dose-only effect, or another doubt; inactive = no such curve, though single readings can be large; an effect the other way counts as inactive or inconclusive. % is scaled to controls: 0 for no effect and ±100 for the full control effect; potency is read from the fitted curve at half-maximal effect. Only part of the results is shown; rates above refer to the full screens.

Results for O=C(NCCN1CCC(n2c(=O)[nH]c3ccccc32)CC1)c1ccc(Cl)cc1 ?
DT40 TDP1 no CPT: 9.2µM*; TDP1 cell CPT: 3.7µM*

How did COC(=O)/C=C/c1ccccc1S(=O)(=O)NC(C)C do in these assays?
DT40 TDP1 no CPT: inconclusive; TDP1 cell CPT: inconclusive

How did COc1ccc(-c2nnc(SCC(=O)N3c4ccccc4Sc4ccccc43)o2)cc1 do in these assays?
DT40 TDP1 no CPT: inconclusive; TDP1 cell CPT: inconclusive; GCN5L2 inh: -8%

Results for CC(=O)Nc1cccc(NC(=O)C(=O)NCC(c2ccco2)N2CCc3ccccc3C2)c1 (stereo unspecified) ?
DT40 TDP1 no CPT: 23µM*; TDP1 cell CPT: 16µM*; GCN5L2 inh: 1%

How did C=CCn1c(=O)c2ccccc2n2c(SCC(N)=O)nnc12 do in these assays?
DT40 TDP1 no CPT: inconclusive; TDP1 cell CPT: -10%; GCN5L2 inh: -1%

Results for Cc1ccc(C)c(C(=O)NCc2ccncc2)c1 ?
DT40 TDP1 no CPT: 2%; TDP1 cell CPT: -16%; GCN5L2 inh: -3%

How did CC(=O)c1cccc(OCC(=O)NC2CCCCCC2)c1 do in these assays?
DT40 TDP1 no CPT: -12%; TDP1 cell CPT: 10%; GCN5L2 inh: 1%

How did CN1OC[C@@H]2CN[C@H](c3ccc(-c4cc5ccccc5o4)cc3)C[C@@H]21 do in these assays?
DT40 TDP1 no CPT: 23µM*; TDP1 cell CPT: 16µM*

How did COc1cc(C(=O)N2CCN(c3ccc(C)cc3C)CC2)cc(OC)c1OC do in these assays?
DT40 TDP1 no CPT: 3.7µM*; TDP1 cell CPT: 2.9µM*; GCN5L2 inh: -2%

What do the screens show for `COCCN1CCC(CNCc2cn[nH]c2-c2ccc(C)c(C)c2)C1` (stereo unspecified)?
DT40 TDP1 no CPT: -8%; TDP1 cell CPT: -2%; GCN5L2 inh: -3%

What do the screens show for `COc1ccc(-c2cc(C(=O)Nc3cccnc3)c3ccccc3n2)cc1OC`?
DT40 TDP1 no CPT: 23µM*; TDP1 cell CPT: 23µM*; GCN5L2 inh: -8%

How did CC(C)(C)N1CC(c2nc3ccccc3n2Cc2ccccc2)CC1=O (stereo unspecified) do in these assays?
DT40 TDP1 no CPT: inconclusive; TDP1 cell CPT: -18%; GCN5L2 inh: 2%

Results for Nc1cc(N)nc(SCc2cc(=O)oc3cc4c(cc23)CCC4)n1 ?
DT40 TDP1 no CPT: inconclusive; TDP1 cell CPT: inconclusive; GCN5L2 inh: -14%

What do the screens show for `O=C(Nc1ccccc1Cl)c1cccc(NC(=O)C2C3CC4OC(=O)C2C4C3)c1` (stereo unspecified)?
DT40 TDP1 no CPT: 4%; TDP1 cell CPT: 10%; GCN5L2 inh: -4%

How did CN(C)S(=O)(=O)N1CCCC(C(=O)c2ccc(-c3ccccc3)cc2)C1 (stereo unspecified) do in these assays?
DT40 TDP1 no CPT: 23µM*; TDP1 cell CPT: inconclusive; GCN5L2 inh: -17%

What do the screens show for `CC(=O)c1cccc(NC(=O)C(OC(=O)c2ccccc2NS(=O)(=O)c2cccs2)c2ccccc2)c1` (stereo unspecified)?
DT40 TDP1 no CPT: inconclusive; TDP1 cell CPT: -5%; GCN5L2 inh: -10%

How did CC(Nc1nc(N2CCNCC2)nc2ccccc12)c1ccccc1 (stereo unspecified) do in these assays?
DT40 TDP1 no CPT: 5.2µM*; TDP1 cell CPT: 4.1µM*; GCN5L2 inh: -3%

How did CC12CCC(c3nnc(SCC(=O)Nc4cccc5ccccc45)nc31)C2(C)C (stereo unspecified) do in these assays?
DT40 TDP1 no CPT: -21%; TDP1 cell CPT: -21%; GCN5L2 inh: -5%

How did O=C(N=Nc1c(O)[nH]c2ccc(Br)cc12)c1ccco1 do in these assays?
DT40 TDP1 no CPT: inconclusive; TDP1 cell CPT: 1%

How did Cc1ccc(C2CC(=O)n3nc(-c4cccc(C)c4)nc3S2)cc1 (stereo unspecified) do in these assays?
DT40 TDP1 no CPT: -12%; TDP1 cell CPT: -1%; GCN5L2 inh: 5%

How did COc1ccc(CN(C)CC(=O)Nc2cccc(S(=O)(=O)N3CCCC3)c2)cc1F do in these assays?
DT40 TDP1 no CPT: 18µM*; TDP1 cell CPT: inconclusive; GCN5L2 inh: -5%

Results for C=CCC(=O)NC(C)c1cnn(-c2ccccc2C)c1C (stereo unspecified) ?
DT40 TDP1 no CPT: -26%; TDP1 cell CPT: -10%; GCN5L2 inh: -3%

How did CCC(C)[C@H](NC(=O)NCCCc1ccccc1)C(=O)OC (stereo partly specified) do in these assays?
DT40 TDP1 no CPT: -3%; TDP1 cell CPT: 2%; GCN5L2 inh: 1%

How did O=C(C1CCCC1)N1CCCC(Nc2ccccc2)C1 (stereo unspecified) do in these assays?
DT40 TDP1 no CPT: 11%; TDP1 cell CPT: -27%; GCN5L2 inh: inconclusive

Results for COc1ccc(S(=O)(=O)N(C)C2(C)CCS(=O)(=O)C2)cc1OC (stereo unspecified) ?
DT40 TDP1 no CPT: -7%; TDP1 cell CPT: 11%; GCN5L2 inh: 10%

Results for CN1C(=O)NC2C1N(S(C)(=O)=O)CCN2S(C)(=O)=O (stereo unspecified) ?
DT40 TDP1 no CPT: -2%; TDP1 cell CPT: 0%; GCN5L2 inh: -7%

Results for CCOc1cc(C2C(C(=O)c3ccc(C)cc3)=C(C(=O)OC)Nc3nnnn32)ccc1O (stereo unspecified) ?
DT40 TDP1 no CPT: inconclusive; TDP1 cell CPT: -1%; GCN5L2 inh: -7%[0.501 µM]

Results for CCCN(Cc1ccccc1)C(=S)Nc1ccc(SC(F)F)cc1 ?
DT40 TDP1 no CPT: inconclusive; TDP1 cell CPT: 2%; GCN5L2 inh: -7%

What do the screens show for `CC(=O)c1sc2nc(SCC(=O)NCCc3ccccc3)[nH]c(=O)c2c1C`?
DT40 TDP1 no CPT: 15%; TDP1 cell CPT: 1%; GCN5L2 inh: inconclusive

How did COc1cccc(C(C(=O)NC2CCCCC2)N(C(=O)c2csnn2)C2CC2)c1 (stereo unspecified) do in these assays?
DT40 TDP1 no CPT: inconclusive; TDP1 cell CPT: -24%; GCN5L2 inh: -2%

Looked up by compound from the list above (2):
How did COc1cccc(C(C(=O)NC2CCCCC2)N(C(=O)c2csnn2)C2CC2)c1 (stereo unspecified) do in these assays?
DT40 TDP1 no CPT: inconclusive; TDP1 cell CPT: -24%; GCN5L2 inh: -2%

Results for CCOc1cc(C2C(C(=O)c3ccc(C)cc3)=C(C(=O)OC)Nc3nnnn32)ccc1O (stereo unspecified) ?
DT40 TDP1 no CPT: inconclusive; TDP1 cell CPT: -1%; GCN5L2 inh: -7%[0.501 µM]

Next section:
How did Cc1cc2nnc(SCC(=O)N3CCN(c4ccccc4)CC3)n2c(N)n1 do in these assays?
DT40 TDP1 no CPT: -6%; TDP1 cell CPT: -14%; GCN5L2 inh: -14%

What do the screens show for `COc1cccc(NC(=O)c2ccc3c(c2)OCO3)c1`?
DT40 TDP1 no CPT: -7%; TDP1 cell CPT: -27%; GCN5L2 inh: 0%

How did Cc1cc(OCC(=O)Nn2cnnc2)ccc1Br do in these assays?
DT40 TDP1 no CPT: 13%; TDP1 cell CPT: 3%; GCN5L2 inh: 0%

How did CC(C)(C)CN1C(N)=NC[C@@H]1c1ccccc1 do in these assays?
DT40 TDP1 no CPT: inconclusive; TDP1 cell CPT: inconclusive

How did CCc1cc2c(=O)c(-c3ccc4c(c3)OCCO4)c(C)oc2cc1OS(C)(=O)=O do in these assays?
DT40 TDP1 no CPT: 26µM*; TDP1 cell CPT: inconclusive; GCN5L2 inh: -4%

Results for COc1ccc(N(Cc2cc3ccccc3[nH]c2=O)S(=O)(=O)c2ccccc2)cc1 ?
DT40 TDP1 no CPT: 18µM*; TDP1 cell CPT: inconclusive; GCN5L2 inh: -13%

Results for CNC(=S)NN=C(C)CCCC(C)=NNC(=S)NC ?
DT40 TDP1 no CPT: 0.021µM*; TDP1 cell CPT: 0.16µM*

How did CCCCOc1ccc(S(=O)(=O)Nc2ccc(-c3ccc(N4CCC(C)CC4)nn3)cc2)cc1 do in these assays?
DT40 TDP1 no CPT: 29µM*; TDP1 cell CPT: 12µM*; GCN5L2 inh: -2%

How did N#CC1=C(N)SC(N)=C(C#N)C1c1ccnc2ccccc12 do in these assays?
DT40 TDP1 no CPT: inconclusive; TDP1 cell CPT: inconclusive; GCN5L2 inh: -3%

Results for Cn1c(=O)n(Cc2ccco2)c(=N)c2c3c(sc21)CCCC3 ?
DT40 TDP1 no CPT: inconclusive; TDP1 cell CPT: -26%; GCN5L2 inh: 19%

What do the screens show for `CCC(CC)C(=O)Nc1nnc(S(=O)(=O)N2CCCc3ccccc32)s1`?
DT40 TDP1 no CPT: -16%; TDP1 cell CPT: -14%; GCN5L2 inh: -3%

What do the screens show for `O=C(NCc1cccc(Cl)c1)c1ccncc1`?
DT40 TDP1 no CPT: 4%; TDP1 cell CPT: -17%; GCN5L2 inh: -1%

What do the screens show for `O=C(Nc1ccccc1OC(F)F)c1ccc(Br)o1`?
DT40 TDP1 no CPT: 8%; TDP1 cell CPT: -3%; GCN5L2 inh: -1%

What do the screens show for `COc1ccc(NC(=O)Cn2nnc(C(=O)NCc3cccs3)c2N)cc1OC`?
DT40 TDP1 no CPT: 25%; TDP1 cell CPT: -11%; GCN5L2 inh: -4%

What do the screens show for `COc1ccc(NC(=O)C2CCN(S(=O)(=O)c3cccc(-c4noc(C)n4)c3)CC2)cc1OC`?
DT40 TDP1 no CPT: 21µM*; TDP1 cell CPT: inconclusive; GCN5L2 inh: -7%

How did Cc1ccc(C)c(OCc2n[nH]c(=S)o2)c1 do in these assays?
DT40 TDP1 no CPT: -14%; TDP1 cell CPT: 9%; GCN5L2 inh: -6%

What do the screens show for `O=S(=O)(c1ccc2ccccc2c1)N1CCN(S(=O)(=O)N2CCOCC2)CC1`?
DT40 TDP1 no CPT: inconclusive; TDP1 cell CPT: -30%

How did CN(Cc1ccccc1)C(=C(Cl)Cl)C(=C1NCCN1)[N+](=O)[O-] do in these assays?
DT40 TDP1 no CPT: 6%; TDP1 cell CPT: 1%; GCN5L2 inh: -8%

What do the screens show for `O=c1cc(CN2CCN(c3cccc(Cl)c3)CC2)c2cc(O)c(-c3ccccc3)cc2o1`?
DT40 TDP1 no CPT: 18µM*; TDP1 cell CPT: 13µM*; GCN5L2 inh: 2%

How did O=C(NCc1ccc2c(c1)OCO2)c1ccc2c(c1)OCCO2 do in these assays?
DT40 TDP1 no CPT: inconclusive; TDP1 cell CPT: -22%; GCN5L2 inh: -12%

How did CC[n+]1c(C)cc(C)n1-c1ccccc1 do in these assays?
DT40 TDP1 no CPT: inconclusive; TDP1 cell CPT: inconclusive; GCN5L2 inh: -16%

Results for COC(=O)c1ccccc1NC(=O)c1cnc2sccn2c1=O ?
DT40 TDP1 no CPT: 0%; TDP1 cell CPT: 2%; GCN5L2 inh: -1%

Results for O=C(CSc1nc2ncc(Cl)cc2[nH]1)c1c[nH]c2ccccc12 ?
DT40 TDP1 no CPT: inconclusive; TDP1 cell CPT: -17%; GCN5L2 inh: -4%

Results for CCCC(C(=O)n1nc(C)cc1C)C(NS(=O)(=O)c1ccc(C)cc1)c1ccccc1 (stereo unspecified) ?
DT40 TDP1 no CPT: 23µM*; TDP1 cell CPT: 16µM*; GCN5L2 inh: -6%

How did CN(C)c1ccc(S(=O)(=O)N2CCC(Cc3ccccc3)CC2)cn1 do in these assays?
DT40 TDP1 no CPT: inconclusive; TDP1 cell CPT: inconclusive; GCN5L2 inh: -13%

What do the screens show for `Cc1cc(C(=O)CSc2nnc(-c3ccco3)o2)c(C)n1CC1COc2ccccc2O1` (stereo unspecified)?
DT40 TDP1 no CPT: 21µM*; TDP1 cell CPT: 16µM*; GCN5L2 inh: -10%

How did COc1ccccc1C=Cc1ccnc2ccccc12 do in these assays?
DT40 TDP1 no CPT: inconclusive; TDP1 cell CPT: inconclusive

Results for CCOC(=O)c1cc2c(=O)n3ccccc3nc2n(C(C)C)c1=NC(=O)c1c(-c2ccccc2Cl)noc1C ?
DT40 TDP1 no CPT: inconclusive; TDP1 cell CPT: inconclusive; GCN5L2 inh: -7%

How did CN(C)C(=O)COc1ccccc1C(=O)OCC(=O)N(CCC#N)c1ccccc1 do in these assays?
DT40 TDP1 no CPT: -20%; TDP1 cell CPT: 24%

Molecules from the list above that contain bromine:
How did O=C(N=Nc1c(O)[nH]c2ccc(Br)cc12)c1ccco1 do in these assays?
DT40 TDP1 no CPT: inconclusive; TDP1 cell CPT: 1%

How did Cc1cc(OCC(=O)Nn2cnnc2)ccc1Br do in these assays?
DT40 TDP1 no CPT: 13%; TDP1 cell CPT: 3%; GCN5L2 inh: 0%

What do the screens show for `O=C(Nc1ccccc1OC(F)F)c1ccc(Br)o1`?
DT40 TDP1 no CPT: 8%; TDP1 cell CPT: -3%; GCN5L2 inh: -1%
